Assay outcomes (PubChem BioAssay)
TTR transcr act: activators of transthyretin transcription | AID 1117267 | 1.3% of 92,000 active | activation, % at 16.7 µM | SH-SY5Y TTR promoter Gaussia luciferase, luminescence; 100% = recombinant luciferase protein wells;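 active = activation above the mean of all tested compounds plus 3 SD, cut at about 9.5% in these data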;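 note: cells exposed to compounds for one day before reading; 0% = median of all test compound wells on the plate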
Active calls of the source: *; & = joins results of further samples. Some of the compounds tested. The share of hits here may be higher or lower than overall.

TTR transcr act,Compound
0.6,CCOC(=O)C(NC(=O)OC(C)C)(Nc1nccs1)C(F)(F)F (configuration not stated)
-0.3,Cc1cccc(NC(=O)c2sc(-c3ccccc3)nc2-c2ccc([N+](=O)[O-])cc2)c1
-0.3,CC(C)NC(=O)N1Cc2cc(C(=O)NCC(F)(F)F)nc(-c3cccc(-c4cc5ccccc5o4)c3)c2[C@@H]1CCO
-0.4,Cc1cc(C)c(S(=O)(=O)c2ccccc2)c(Cl)n1
-0.7,COc1ccc(C(=O)N2CCCCC2c2cc(C(=O)NCc3cccnc3)no2)cc1 (configuration not stated)
-1.9,O=C(COC(=O)Cn1cnc2ccccc21)Nc1ccc2c(c1)OCCO2
0.4,CCCC1CCC(=NNS(=O)(=O)c2ccc(C)c([N+](=O)[O-])c2)CC1 (configuration not stated)
2.8,CN1C(=O)C(CC(=O)NCC2CCCCC2)SC1=Nc1ccccc1 (configuration not stated)
0.6,Cc1sc(-n2c(C)ccc2C)c(C#N)c1C
0.4,CCOC(=O)COc1ccc([N+](=O)[O-])cc1
4.0,COc1ccccc1C(=O)Nc1ccc2c3c(cccc13)CC2
0.6,CCOc1ccccc1Nc1nnc(SCC(=O)N(C)C2CCS(=O)(=O)C2)s1 (configuration not stated)
-1.1,COCC(C)NC(=O)/C(=C/c1ccccc1)c1ccccc1 (configuration not stated)
-1.8,CCOc1ccc(Br)cc1CNc1ccc2c(c1)OCCO2
0.5,COc1ccc(CC(NC(C)=O)C(=O)NC2CCN(c3c(Cc4ccccc4)c(C)nc4ncnn34)CC2)c(OC)c1 (configuration not stated)
-2.1,Cc1ccccc1Nc1scc(-c2ccc(Br)cc2)[n+]1-c1ccccc1C
4.0,C[C@H]1[C@@H](OC(=O)Nc2ccccc2C(F)(F)F)CC[C@@]23CCCN2C(=O)CCC[C@@H]13
0.5,CCCN(CC(=O)Nc1ccccc1C)C(=O)c1ccc2ccccc2n1
0.1,O=C(Nc1ccccc1)N1CCCC1c1cccs1 (configuration not stated)
-0.5,CC(=O)c1ccc(Oc2ccc(C(=O)c3ccc(C)c(C)c3)cc2[N+](=O)[O-])cc1
-2.3,COc1ccc(/C=N/Nc2nc(-c3cccc(S(=O)(=O)N4CCCC4)c3)cs2)cc1OC
0.6,O=C(CCc1ccccc1)NC(c1cccs1)c1cc(Cl)c2cccnc2c1O (configuration not stated)
0.8,CC(=O)Nc1ccc(S(=O)(=O)NCC(=O)OCC(=O)NC(=O)c2cccn2C)cc1
-2.2,CCOC(=O)CCCNC(=O)CN1C(=O)NC2(CCCCCC2)C1=O
2.4,C#CCOCCOCCOCCNc1nc(N2CCN(C(=O)[C@H](CO)n3cc([C@@H](N)C(C)C)nn3)CC2)nc(N2CCN(C(=O)[C@H](CCC(=O)O)n3cc([C@@H](N)CCCCN)nn3)CC2)n1
-1.0,COc1ccc(CNC(=O)C(C)NCc2ccccc2Cl)cc1 (configuration not stated)
-0.7,COC(=O)c1ccccc1C(=O)N1CCOCCOCCOCC1
0.3,COc1cc(C2C3CN(C)CC=C3C(C#N)=C(N)C2(C#N)C#N)ccc1OC(C)C (configuration not stated)
-1.1,NC(=O)Nc1ccc(C(=O)OCC(=O)N(Cc2ccccc2)C2CCS(=O)(=O)C2)cc1 (configuration not stated)
1.5,S=c1[nH]nc(-c2cccs2)n1/N=C/c1cn(-c2ccccc2)nc1-c1ccccc1

3 entries from above, ordered by molecular weight, largest number first:
TTR transcr act,Compound
0.6,O=C(CCc1ccccc1)NC(c1cccs1)c1cc(Cl)c2cccnc2c1O (configuration not stated)
0.3,COc1cc(C2C3CN(C)CC=C3C(C#N)=C(N)C2(C#N)C#N)ccc1OC(C)C (configuration not stated)
-0.7,COC(=O)c1ccccc1C(=O)N1CCOCCOCCOCC1

Following part.
TTR transcr act,Compound
-3.2,Cc1ccc(C(=O)SC2=NCCS2)cc1
-0.1,CSc1ccccc1OCc1cc(C(=O)N(C)CCn2nc(C)cc2C)no1
-0.5,CC(=O)C1=C(O)C(=O)N(c2ccc(Br)cn2)C1c1ccc(Br)cc1 (configuration not stated)
1.0&-1.3,Cc1ccc(-n2c(O)c(/C=N/n3cnnc3)c3ccccc3c2=O)cc1
10.2*,CC(=O)c1ccc(NC(=O)Cn2nc(C)cc2C)cc1
9.1,CCC1C(=O)N=C(SCC(=O)Nc2cccc3ccccc23)NC1=O (configuration not stated)
-2.1,CCCCC(c1nnnn1CCOC)N1CCN(C)CC1 (configuration not stated)
-2.1,CCOC(=O)c1c(-c2ccc(OC)cc2)csc1NC(=O)CSc1ncnc2sccc12
-0.2,C[C@H](CO)N1C[C@H](C)[C@@H](CN(C)Cc2ccncc2)Oc2c(NS(=O)(=O)c3ccc(Cl)cc3)cccc2C1=O
-4.5,CC(C)(C)c1ccc(Oc2ccc(NC(=O)c3ccco3)cn2)cc1

2 entries from above in a different format.
canonical_smiles | TTR transcr act
CCOc1ccc(Br)cc1CNc1ccc2c(c1)OCCO2 | -1.8
COc1ccc(CC(NC(C)=O)C(=O)NC2CCN(c3c(Cc4ccccc4)c(C)nc4ncnn34)CC2)c(OC)c1 (configuration not stated) | 0.5

Later entries.
TTR transcr act,Compound
0.4,O=C(NC(=S)Nc1ccccc1N1CCOCC1)c1ccc(-c2ccccc2F)o1
-0.5,O=C(Nc1ccc(S(=O)(=O)N2CCCCC2)cc1)c1ccc(F)cc1
5.9,Cn1c(CN2CCCC2)c(C#N)c2ccccc21
2.0,COc1ccc(C2C(C(=O)N3CCN(c4ccccc4)CC3)c3ccccc3C(=O)N2C)cc1OC (configuration not stated)
-4.4,COc1ccccc1CCC(=O)OCC(=O)c1c(N)n(CC(C)C)c(=O)n(C)c1=O
4.1,COc1ccccc1/C=C/C(=O)OCC(=O)Nc1cc(C(F)(F)F)ccc1N1CCOCC1
-0.7,Cn1c(CCCOc2ccc(Cl)cc2Cl)nnc1SCC(=O)Nc1cccc(F)c1
2.5,CCCCCCc1ccc(OCC(=O)OC)cc1OCC(=O)OC
0.1,Cc1ccccc1C1N(c2nccs2)C(=O)C2CCCN21 (configuration not stated)
-0.6,CNC(C)C(=O)NC(C(=O)N1CCCC1C(=O)Nc1cccc2ncccc12)C(C)C (configuration not stated)

A run of entries taken from the entries so far:
TTR transcr act,Compound
0.4,O=C(NC(=S)Nc1ccccc1N1CCOCC1)c1ccc(-c2ccccc2F)o1
-0.5,O=C(Nc1ccc(S(=O)(=O)N2CCCCC2)cc1)c1ccc(F)cc1
5.9,Cn1c(CN2CCCC2)c(C#N)c2ccccc21
2.0,COc1ccc(C2C(C(=O)N3CCN(c4ccccc4)CC3)c3ccccc3C(=O)N2C)cc1OC (configuration not stated)
-4.4,COc1ccccc1CCC(=O)OCC(=O)c1c(N)n(CC(C)C)c(=O)n(C)c1=O
4.1,COc1ccccc1/C=C/C(=O)OCC(=O)Nc1cc(C(F)(F)F)ccc1N1CCOCC1
-0.7,Cn1c(CCCOc2ccc(Cl)cc2Cl)nnc1SCC(=O)Nc1cccc(F)c1

(cont.)
TTR transcr act,Compound
-0.7,CSc1nnc2c3cc(C)ccc3n(Cc3ccccc3)c2n1
7.0,CCC(=O)OC1(C)C(=O)C=C2C=C(C3CC3)OC=C2C1=O (configuration not stated)
-0.8,Cc1nc(CNc2ncnc3ccc(-c4ccc5c(c4)OCO5)cc23)cs1
1.6,Cc1ccc(NC(=O)N/C=C/c2ccco2)cc1
-0.3,CSc1ccc(S(=O)(=O)NC2CC2)cc1
2.9,Fc1ccc(-n2nnc(-c3cnc4ccccc4c3)n2)cc1
-2.1,O=C(CN(C(=O)c1csnn1)c1cccc2ccccc12)NCc1ccc(F)cc1
-1.3,CNc1cc(-c2ccc(C(=O)OC)cc2)ncn1
0.2,CCN(C(=O)COC(=O)/C=C/c1nc2ccccc2s1)C1CCS(=O)(=O)C1 (configuration not stated)
0.6,Fc1ccc(-c2nc3c4ccccc4ccn3c2Cc2cccc(Cl)c2)cc1
-1.4,OCC1CCCN(Cc2cn(Cc3ccccc3)nc2-c2cc3ccccc3o2)C1 (configuration not stated)
-1.2,CCOC(=O)c1ccc(NC(=O)CCC2COc3ccccc3O2)cc1 (configuration not stated)
-3.0,Cn1c(=O)c([N+](=O)[O-])c(N2CCN(Cc3ccc4c(c3)OCO4)CC2)c2ccccc21
0.5,N#CCCN/N=C(\Cc1nc2ccccc2[nH]1)c1ccccc1
-0.7,CCOC(=O)C1(C)CCCN1C(=O)c1cccc2ccccc12 (configuration not stated)
2.5,Cc1cc(C(=O)N2CCC2(C)C(=O)NS(=O)(=O)c2ccccc2Cl)nn1C (configuration not stated)
12.3*,Cc1[nH]c2c(ccc3cccnc32)c1C
0.5,COc1ccc2c(c1)C(=O)C1NC(=O)NC(=O)C1(Br)N2 (configuration not stated)
-3.7,O=C(CSc1ccc(-c2ccccn2)nn1)NCc1ccccc1
-1.9,C=CCNC(=O)COC(=O)C1CCN(S(=O)(=O)c2ccc3c(c2)OCCO3)CC1
-1.9,Cc1cccc2cc(CN(Cc3ccc4c(c3)OCO4)Cc3nnnn3C3CCCC3)c(=O)[nH]c12
-2.2,NC(=O)CC(NC(=O)Cc1ccc(Cl)cc1)c1ccc(NCC2CC2)c([N+](=O)[O-])c1 (configuration not stated)
-1.8,CC(C)N1CCCCC(NC(=O)c2ccc(-c3ccccc3)cc2)C1=O (configuration not stated)
-0.4,O=C(c1cc2c(c(-c3cccc(-c4ccncc4)c3)n1)[C@@H](CCO)N(C(=O)c1ccc3c(c1)OCO3)C2)N1CCOCC1
-0.1,CCOC(=O)C1=C(Nc2ccccc2)CSC1
1.8,O=C(CCC(=O)c1cccs1)OCC(=O)c1ccccc1F
-0.5,Cc1ccc(C)c(NC(=O)c2ccc(OC(=O)c3ccco3)cc2)c1
0.2,Cc1ccc2c(CN(C)Cc3ccccc3)cc(=O)oc2c1
0.5,CSc1cccc(NC(=O)Nc2ccccc2)c1
-1.3,CC1CCC(=NNc2ccc(C(F)(F)F)cc2[N+](=O)[O-])CC1 (configuration not stated)
-2.5,CCOc1ccc(NC(=O)CCC(=O)N/N=C/c2ccc3c(c2)OCO3)cc1
2.2,CC1Sc2ccccc2N(Cc2ccc(OC(F)(F)F)cc2)C1=O (configuration not stated)
-0.9,C=CCn1c(O)c(N=NC(=O)CNC(=O)/C=C/c2ccc(OC)cc2)c2ccccc21
-0.2,CCCN1C(C)C(C(=O)OCC)=CN(Cc2ccc(Br)cc2)S1(=O)=O (configuration not stated)
-1.9,COc1ccccc1C1(CCNS(=O)(=O)c2ccc(C)cc2)CCOC(C(C)C)C1 (configuration not stated)
-0.1,Cc1cccc(NC(=O)Nc2ccncc2)c1
-2.5,Cc1noc(C)c1NC(=O)N(C)C[C@H]1Oc2ccc(NC(=O)CCC(F)(F)F)cc2C(=O)N([C@H](C)CO)C[C@@H]1C
-1.4,O=C(C[n+]1ccccc1)NNc1ccccc1
-2.0,C(=N\N1CCN(Cc2ccccc2)CC1)/c1cccnc1
2.7,O=C(CSc1nc2ccccc2c(=O)n1-c1ccccc1)NC(=O)CN1CCCC1=O
-0.9,Oc1cccc(C=NCc2ccccc2)c1
-1.0,N#CC(C#N)=c1ccc2c(c1)NC1(CCCCC1)N=2
7.7,CCN1C[C@@H]2[C@@H]3C(=O)N(C)C(=O)[C@@H]3[C@](CC)(C(=O)OC)N2C1=NC
1.2,CCOC(=O)c1nn(-c2ccccc2C)c(=O)c(C#N)c1C
1.5,Cn1nccc1NC(=O)NC(=O)c1c(Cl)cccc1Cl
-0.2,CC1CN(CC(O)c2ccc(Br)cc2)CCO1 (configuration not stated)
1.4,O=C(NCc1cccnc1)c1ccc(N2CCOCC2)c([N+](=O)[O-])c1
1.2,NNC(=O)c1ccc(OCC2CC(c3ccc(Cl)cc3)=NO2)cc1 (configuration not stated)
-1.2,N#Cc1cccc(C#N)c1Oc1ccc(S(=O)(=O)Nc2ccc(Cl)cc2)cc1
0.5,CC(C)(C)c1ccc(C(=O)NNC(=O)C(=O)N2CCCCC2)cc1

Next compounds.
TTR transcr act,Compound
-0.9,Cc1ccc(C)c(N2CCN(C(=O)CCc3nc(-c4ccccc4Br)no3)CC2)c1
-1.1,CC1(c2ccccc2)CC(C)(C)N2C(=O)C(=O)c3cccc1c32 (configuration not stated)
0.1,N#CC1=C(N)Oc2n[nH]c(-c3cccs3)c2C1c1ccco1 (configuration not stated)
-0.1,Cc1cc(C)c(NC(=O)CSc2nnc(-c3ccccn3)n2N)c(Cl)c1
-2.6,C=CCn1cc(-c2cccc(Cl)c2)cc(C#N)c1=O
0.1,CCOc1ccc(NC(=O)CCS(=O)(=O)c2ccc(C)cc2)cc1
2.8,COc1ccc(NS(=O)(=O)/C=C/c2ccccc2)cc1
-0.6,Cc1cccc(OCC(=O)Nc2ccc3oc(=O)ccc3c2)c1
1.6,Cn1c2ccccc2c(=O)c2c(=O)n(C3CCCCCC3)c(C3CCCCC3)nc21
-2.4,Cc1nc2cc(-c3ccc(Cl)cc3)nn2c(C)c1CCC(=O)NC(C)c1ccc2c(c1)OCCO2 (configuration not stated)
-2.7,COCCCNC(=O)C1CC(=O)N(C2CCCC2)C1 (configuration not stated)
0.0,CCCCN(Cc1nc2ccccc2c(=O)[nH]1)C(=O)CN1C(=O)NC2(CCCCC2)C1=O
-1.0,COC(=O)[C@H](C(C)C)N(Cc1ccccc1)S(=O)(=O)CCN1CCN(c2ccccc2)CC1
2.5,CCOC(=O)/C(=C\C=C\N1CCOCC1)C(C)=O
-1.4,CC(=O)c1ccc(NC(=O)C(C)OC(=O)c2ccc3c(c2)nc(C)n3-c2ccccc2)cc1 (configuration not stated)
3.7,Cc1ccc2c(N)c(C(=O)c3ccccc3)sc2n1
-1.5,N#Cc1cnn2ccc(-c3cc(N4CCOCC4)ccc3[N+](=O)[O-])nc12

Some values from the results shown.
TTR transcr act, `O=C(NC(=S)Nc1ccccc1N1CCOCC1)c1ccc(-c2ccccc2F)o1` → 0.4
TTR transcr act, `CC(C)NC(=O)N1Cc2cc(C(=O)NCC(F)(F)F)nc(-c3cccc(-c4cc5ccccc5o4)c3)c2[C@@H]1CCO` → -0.3
TTR transcr act, `CC1CN(CC(O)c2ccc(Br)cc2)CCO1` (configuration not stated) → -0.2
